Growth percent in the NCI-60 one-dose screen (48 h, 10 µM unless noted): 100 = growth as untreated, 0 = no growth, -100 = all killed.
HOP-62 – HOP-62 NSCLC | 80,000 compounds, 3.9% hits
EKVX – EKVX NSCLC; 71,000 compounds, 3% hits; AID 1794765
CCRF-CEM – CCRF-CEM leukemia | 77,000 compounds, 7% hits | AID 1794778
RPMI-8226 – RPMI-8226 leukemia cells; 77,000 compounds, 7.5% hits
M14 – M14 melanoma; 80,000 compounds, 6.2% hits; AID 1794745
HOP-92 – HOP-92 NSCLC cells. 71,000 compounds, 6.3% hits. AID 1794738
MDA-MB-435 – MDA-MB-435 melanoma. 82,000 compounds, 7.8% hits
A549/ATCC – A549/ATCC NSCLC. 81,000 compounds, 3.7% hits
* = called active by the depositor; / = no result given; & = joins results of further samples; ! = a repeat was not active; [ ] = dose if it differs, or a comment. Rule for the calls: active = growth percent below 10; inactive = the rest.

SMILES	HOP-62	EKVX	CCRF-CEM	RPMI-8226	M14	HOP-92	MDA-MB-435	A549/ATCC
CC(C)(C)[Si](C)(C)OC1[C@@H](CNC(N)=O)O[C@@H](n2cnc3c(NC(=O)Nc4ccccc4)ncnc32)[C@H]1O[Si](C)(C)C(C)(C)C (stereo partly drawn)	78	60	48	48	54	/	53	38
CCN(CC)CCOc1ccc(C(=C(C)c2ccccc2)c2ccc(OCCN(CC)CC)cc2)cc1	-44*	35	-27*	-35*	-53*	-21*	-83*	15
COc1ccc(C2=NN(c3ccc(S(N)(=O)=O)cc3)C(c3cn(-c4ccccc4)nc3-c3ccccc3)C2)cc1 (stereo not drawn)	103	/	65	62	92	100	74	75
C#CC(C)(CC)OC(C)=O (stereo not drawn)	99	103	111	109	103	113	106	106
COC(=O)Oc1ccccc1C(=O)O	107	113	125	132	107	122	105	96
CC(C#N)C(N)=O (stereo not drawn)	101	96	98	102	111	102	102	106
Cc1ccccc1NC1CC(=O)N(c2ccc(Cl)cc2Cl)C1=O (stereo not drawn)	103	97	112	102	102	78	101	100
COC(=O)C1=C(C(=O)c2cccc(OC)c2)C(c2ccco2)C(C#N)=C(N)O1 (stereo not drawn)	124	91	113	105	122	91	95	94
O=C(Oc1ccc(Cl)cc1)c1ccccc1	108	/	94	96	105	/	100	96
CCOC(=O)Nc1nn[nH]n1	113	112	95	106	95	97	111	103

One compound at a time (already shown). Values in the order: HOP-62 | EKVX | CCRF-CEM | RPMI-8226 | M14 | HOP-92 | MDA-MB-435 | A549/ATCC
CC(C)(C)[Si](C)(C)OC1[C@@H](CNC(N)=O)O[C@@H](n2cnc3c(NC(=O)Nc4ccccc4)ncnc32)[C@H]1O[Si](C)(C)C(C)(C)C (stereo partly drawn) is entered as 78 | 60 | 48 | 48 | 54 | / | 53 | 38
CCN(CC)CCOc1ccc(C(=C(C)c2ccccc2)c2ccc(OCCN(CC)CC)cc2)cc1 is entered as -44* | 35 | -27* | -35* | -53* | -21* | -83* | 15

(cont.)
SMILES	HOP-62	EKVX	CCRF-CEM	RPMI-8226	M14	HOP-92	MDA-MB-435	A549/ATCC
Nc1ccccc1CO	105	/	101	100	97	85	98	98
COc1ccc(-c2nnc(COc3ccc(-c4nnc(N)s4)cc3)o2)cc1	99	/	91	/	104	61	94	96
COc1ccc(-c2nnc(SCC(=O)Nc3ccc(C(=O)/C=C/c4cc(OC)c(OC)c(OC)c4)cc3)n2-c2ccccc2)cc1OC	-31*[100 µM]	/	/	17[100 µM]	1.9*[100 µM]	/	-16*[100 µM]	-28*[100 µM]
CCOc1ccc(NC(=O)C2CCCN(CCc3ccccc3)C2)cc1 (stereo not drawn)	93	101	79	98	89	79	106	73
Cc1nc2sc(C(=O)Nc3cccc(Cl)c3C)c(N)c2cc1C(=O)/C=C/c1ccccc1	-11*	44	8.8*	-37*	-16*	1.1*	-26*	10
O=Nc1ccc(NO)c2ccccc12	91&103	/	58&106	55&92	94&99	93&95	-58*!	27&106
CCCCNC(=O)c1[nH]cc(-c2ccc(OC)cc2)c1-c1cc(OC)c2c(c1OC)OCO2	85	71	/	75	93	66	84	81
COc1ccc(/C=C2/Sc3c(C)cccc3C2=O)cc1	64	99	81	/	45	75	/	52
O=C(C1CN(c2cccc(Cl)c2)N(c2cccc(Cl)c2)C1=O)N1CCOCC1 (stereo not drawn)	91	96	101	94	87	81	97	102
O=c1cn[nH]c2ccccc12	97	99	99	109	113	/	105	106
CC(C)(C)OC(=O)NC(Cc1ccc(OCc2ccccc2)cc1)C(=O)ON1C(=O)CCC1=O (stereo not drawn)	98	/	95	92	102	99	96	102
C=C(C)CCCC(C)CC#N (stereo not drawn)	91	/	96	102	97	95	104	100
CCCCSc1nc(NC2CC2)c(C#N)c(-c2ccccc2)n1	87	105	100	103	120	83	100	73
CNCC(OC)c1ccc(O)c(O)c1 (stereo not drawn)	88	111	/	/	96	/	117	108
CCc1ccccc1NC(=S)Nc1ccccc1CC	/	/	97	91	96	82	99	96
C[N+](C)(C)CCOP(=O)([O-])OP(=O)(O)OC[C@H]1OC(n2ccc(N)nc2=O)[C@H](O)[C@@H]1O (stereo partly drawn)	95	88	101	86	97	97	103	87
CCOC(=O)c1ccc(NC(=O)Nc2cnn(-c3ccc(S(N)(=O)=O)cc3)c2-c2ccc(OC)cc2)cc1	107	106	83	96	103	92	110	97
Cc1ccsc1[C@@H]1C[C@H](O)Cc2cc(OC(F)(F)F)ccc2N1	/	92	103	89	101	71	94	93
COc1ccc(C(=O)CSc2nccc(Nc3ccc(C(=O)O)cc3)n2)cc1	100	103	105	109	92	97	106	100
C=CCNC(=O)C1COc2ccccc2O1 (stereo not drawn)	100	108	104	107	112	85	108	117
N#Cc1cnn(C(=O)c2ccccc2Br)c1NC(=O)c1ccccc1I	98	98	98	100	101	118	103	95
COc1cc(/C=N/n2cnc3c(c(C)nn3-c3ccccc3)c2=N)ccc1O	102	85	116	108	128	103	106	98
CCN(CC)CCCC(C)Nc1cnc(C(=O)Nc2cc(C)cc3cccnc23)cn1 (stereo not drawn)	91	78	54	78	99	51	84	73
CC[C@H](Nc1ncnc2nc[nH]c12)c1nc2cccc(CC(=O)c3ccc(C(=O)NO)cc3)c2c(=O)n1-c1ccccc1	83	91	90	45	92	73	98	88
COc1cccc(-c2nn(-c3ccccc3)cc2-c2ccnc(NCCCNS(=O)(=O)c3cccc(F)c3)c2)c1	54	45	11	14	21	6.4*	22	27
NCCNC(=O)c1nc(Cn2cc(Br)cn2)no1	109	/	105	110	/	102	104	103
Cc1ccc(S(=O)(=O)N/N=C/c2ccco2)cc1	106	/	97	107	115	98	108	102
CN1CC=C(c2cc(NC(=O)Nc3ccc(Oc4ccnc(NC(=O)C5CC5)c4)c(F)c3)cc(C(F)(F)F)c2)CC1	-13*	-20*	1.5*	-28*	-38*	-17*	-12*	-6.8*
C=CCOP(=O)(OCC=C)c1ccccc1	113	108	100	106	114	80	114	89
O=C(NNC(=O)c1ccc(Cl)cc1Cl)c1ccccc1	108&115	86&97	95&100	96&108	96&103	99	88&100	103&95

A stretch of the results above:
SMILES	HOP-62	EKVX	CCRF-CEM	RPMI-8226	M14	HOP-92	MDA-MB-435	A549/ATCC
COC(=O)Oc1ccccc1C(=O)O	107	113	125	132	107	122	105	96
CC(C#N)C(N)=O (stereo not drawn)	101	96	98	102	111	102	102	106
Cc1ccccc1NC1CC(=O)N(c2ccc(Cl)cc2Cl)C1=O (stereo not drawn)	103	97	112	102	102	78	101	100
COC(=O)C1=C(C(=O)c2cccc(OC)c2)C(c2ccco2)C(C#N)=C(N)O1 (stereo not drawn)	124	91	113	105	122	91	95	94
O=C(Oc1ccc(Cl)cc1)c1ccccc1	108	/	94	96	105	/	100	96

The listing continues.
SMILES	HOP-62	EKVX	CCRF-CEM	RPMI-8226	M14	HOP-92	MDA-MB-435	A549/ATCC
Cc1ccc(S(=O)(=O)N2CCc3c([nH]c4ccccc34)C2c2cc(=O)oc3ccc(Cl)cc23)cc1 (stereo not drawn)	92	80	82	72	85	85	93	78
N#Cc1c(-c2ccc(Cl)cc2)nc(N/N=C/c2cccc(Br)c2)nc1N1CCOCC1	91	69	50	56	62	71	104	80
CCc1cc(CC)c(C(=O)O)c(CC)c1	97	110	103	101	99	102	109	101
CO/N=C1\CN(c2nc3c(cc2F)c(=O)c(C(=O)O)cn3C2CC2)CC1CN (stereo not drawn)	91	106	79	103	95	129	98	102
COc1ccc(/C=C/C(=O)/C=C2\C(=O)Nc3cc(Br)ccc32)cc1	105	98	93	91	100	106	101	110
CC12CCCC(CC(=O)O)(C1)NC(=O)C2 (stereo not drawn)	112	112	131	116	111	99	106	97
CCCCCCCC[C@@H](O)CC(=O)N[C@@H](CC(N)=O)C(=O)N[C@@H](CCC(N)=O)C(=O)N[C@H](CC(=O)c1cc(C)cc(O)c1C(=O)c1c(O)cccc1O)CC(C)C	82	89	32	33	87	86	72	97
O=C(O)c1ccc(N/C=C/C(=O)c2cc3ccccc3oc2=O)cc1	83	96	115	105	91	93	102	103
O=C(O)C1C2CCCCC2=C2CCCCC2C1C(=O)Nc1nccs1 (stereo not drawn)	87	95	102	106	105	94	113	67
CCCn1c(Cn2nc(C)cc2C)nnc1SCC(=O)Nc1ccc(S(N)(=O)=O)cc1	124	98	102	94	99	/	109	101
N#CC1=C(c2ccco2)Nc2c(c(-c3ccccc3)nn2-c2ccccc2)C12C(=O)Nc1ccccc12 (stereo not drawn)	60	70	41	60	76	48	90	61
NS(=O)(=O)c1ccc(N2N=C(c3ccc(F)cc3)CCC2=O)cc1	102	/	95	97	100	95	99	99
O=C(Nc1ccccc1O)c1cccc(Nc2ccnc(C(F)(F)F)c2)c1	96	104	74	55	109	74	120	100
Nc1nc(CSc2n[nH]c(N)n2)nc(Nc2ccccc2)n1	106	96	46	102	105	95	95	102
NS(=O)(=O)c1ccc(CCNCCC(=O)c2ccccc2)cc1	95	90	109	87	90	83	105	98
Cc1ccc(NC(=O)N2CC2C)cc1NC(=O)N1CC1C (stereo not drawn)	103	/	100	93	103	101	102	95
O=C(CCc1nnc(C(Cl)(Cl)Cl)o1)c1nc2ccccc2[nH]1	106	101	118	117	101	/	99	110
O=C(c1ccccc1)c1ccccc1C(=O)c1ccccc1	103	95	67	27	109	/	110	108
CC/C(=C(/c1ccc(O)cc1)c1ccc(OCCN(C)C(=O)CCOCCNC(=O)c2cccc3c2CN([C@@H]2CCC(=O)NC2=O)C3=O)cc1)c1ccccc1	106	104	105	88	110	96	108	108
Cn1ccc2c1CC1CN(Cc3ccccc3)C(=O)C1C2C(=O)O (stereo not drawn)	103	92	113	115	107	109	102	100
O=C(C[n+]1ccnc2ccccc21)c1ccccc1	92	83	102	92	91	71	98	108
COc1cc(N2C(=O)CSC2=S)cc(OC)c1OC	104	101	83	99	109	77	92	108
COc1ccc2cc(C(C)C(=O)Nc3ccc(S(=O)(=O)NC(C)=O)cc3)ccc2c1 (stereo not drawn)	101	101	/	93	106	/	108	98
c1ccc(-c2c3c(cn2CCN2CCCC2)-c2oncc2CC3)cc1	/	115	107	107	106	87	102	104
CCOC(=O)c1ccccc1NC(=O)Nc1sc2c(c1C(N)=O)CCC(=O)C2	104	103	98	102	101	110	102	100
CN(C)C1CCCC/C=C(/c2ccccc2)C1c1ccccc1 (stereo not drawn)	87	103	92	91	97	79	116	89
COc1ccc(C2=NOC(CC(=O)N3CC(C)OC(C)C3)C2)cc1OC1CCCC1 (stereo not drawn)	100	84	101	103	98	98	105	97
COc1cc(/C=C/C(=O)c2ccc(Nc3nc(Nc4ccccc4)nc(Nc4ccc(Cl)cc4)n3)cc2)cc(OC)c1OC	53	53	18	-4.9*	/	1.9*	59	84
CC(=O)c1ccc(NC(=O)CSc2nc(-c3ccccc3)c(C#N)c(=O)[nH]2)cc1	81	101	84	86	84	44	101	86
CCCC1CC(=O)NC1(C(=O)OCC)C(=O)OCC (stereo not drawn)	114	92	103	111	104	90	114	116
COc1cccc(CC(C)=C(c2ccc(OCCN(C)C)cc2)c2ccc(OCCN(C)C)cc2)c1	3.1*	62	-19*	-31*	-80*	10	/	-22*
Clc1ccc(C2(c3ccccc3)Nc3ccccc3S2)cc1 (stereo not drawn)	98	/	98	112	115	97	117	116
COc1cc2nc(N3CCC[C@H](NC(=O)C4COc5ccccc5O4)C3)nc(N)c2cc1OC (stereo partly drawn)	106&105	/	99&97	91&97	104&102	83&88	97&104	99&103
CC1(C)N=C(N)N=C(N)N1c1ccc(OCC(=O)N2CCOCC2)c(Cl)c1	69	79	43	55	76	82	38	20
Cc1ccc(-c2nc3ccccc3s2)c(=O)n1NS(=O)(=O)c1ccccc1	93	93	104	97	94	94	102	108
CSC1=NC=C(C#N)C2=NC(c3c(Cl)cccc3Cl)NN12 (stereo not drawn)	95	/	/	93	96	75	96	102
Cc1ccc(-c2cc3nc(N(C)C)nc(-c4cccs4)n3n2)cc1	111	88	96	90	88	/	95	96
Nc1ncc(-c2ccc3ncnc(N4CCc5ccc(Cl)cc54)c3c2)cn1	-12*	2.4*	4.4*	-36*	8.7*	-34*	7.4*	0.1*
CN(C)CCOC(=O)COc1ccc(Cl)cc1	97	92	99	101	107	95	96	99
Clc1ccccc1Nc1nc(Nc2cnc3ccccc3c2)c2[nH]cnc2n1	69	47	84	74	85	47	95	82
COc1cc2oc(-c3cccc(NC(=O)c4cccc(C#N)c4)c3)cc(=O)c2c(OC)c1OC	66	101	62	/	/	70	102	91
CCc1cc2n(n1)-c1ccc(C#N)cc1Oc1ccccc1-2	89	98	88	83	110	85	99	92
O=C(CN(Cc1ccccc1)c1ccccc1)c1ccc(Cl)cc1	96	54	94	92	92	69	99	92
COc1cc2nc(Sc3sc(N)nc3C)n(-c3ccc(Oc4ccccc4)cc3)c(=O)c2cc1OC	110	/	65	68	82	80	93	83
CC(=O)c1c(C)n(-c2ccccc2)c2c1c(-c1ccccc1)nc1ccccc12	88	/	96	87	106	/	96	82
Cc1ccc([C@H]2Nc3c(c(C(C)(C)C)nn3-c3ccccc3)C(=O)[C@]23CCCC3=O)cc1	82	/	82	56	99	57	102	95
O=C(CCCl)c1ccc(Cl)cc1	89	98	92	101	95	102	107	89
N#CC1=C(n2cccc2)OC2=C(C(=O)CCC2)C1c1cccs1 (stereo not drawn)	44	/	43	29	85	100	41	70
Cc1cnc(NC(=O)C2=C(O)c3ccccc3S(=O)(=O)N2C)s1	/	104	107	106	100	110	104	106
Cc1nc2n(c1CCC(=O)O)CCCC2	103	107	103	102	/	115	106	93
O=S(=O)(c1ccc(Cl)c(Cl)c1)c1ccc(Cl)c(Cl)c1	91	107	95	100	93	/	104	84

High-throughput results from PubChem BioAssay.

Outcome played no part in choosing rows; any-hit rate near 13%.
